XIAP displacement = small molecules displacing peptide from XIAP – biochemical, IAP family, fluorescence polarization (AID 1018). hit rate 0.007% among 200,000. displacement, % at 20 µM, or IC50 in µM where a hit was titrated. XIAP BIR domain, fluorescence polarization peptide displacement; higher % means a stronger effect; in the data active = displacement above about 50%; also: a part of the inactive calls stands beside numbers as strong as those of hits
P. falciparum M1AAP = P. falciparum M1AAP inhibitors, biochemical, fluorogenic H-Leu-NHMec substrate, 1536-well (AID 1445) | inhibition, % at 30 µM; hits with a dose series show IC50 in µM | recombinant M1AAP, H-Leu-NHMec fluorogenic kinetic assay; higher % means a stronger effect | hit rate 0.42% among 220,000;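 active = primary inhibition above the hit cutoff, then over 50% inhibition at one or more dose response concentrations, cut at about 23% in these data, passing the limit was not always enough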;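 also: plate controls were DMSO full reaction for no effect and no enzyme background for full effect; strong numbers were not always called active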
SIAH1 antagonists = blockers of Siah-1 interaction with plectin peptide – biochemical, fluorescence polarization, rhodamine-plectin, uHTS, primary screen (AID 1817) | Siah-1 / rhodamine-plectin peptide fluorescence polarization; higher % means a stronger effect | displacement, % at 20 µM; hits with a dose series show IC50 in µM | hit rate 0.02% among 290,000;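 active = displacement of at least 50% at 20 µM, with a fluorescence ratio check between 0.3 and a set limit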;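 also: plate controls were Siah plus tracer with DMSO for no effect and tracer alone without Siah for full effect; strong numbers were not always called active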
human PMI inhibition = inhibitors of human PMI, primary screen, biochemical, fluorescence intensity, coupled assay (AID 1209) | one-dose inhibition, % at 20 µM; IC50 in µM for titrated hits | purified PMI enzyme, coupled fluorescence intensity; higher % means a stronger effect | hit rate 0.42% among 190,000;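 also: plate controls were DMSO vehicle for no effect and wells lacking substrate for full effect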
human PMI inhibitors = MPI inhibition at elevated mannose 6-phosphate – biochemical, fluorescence intensity, high mannose 6-phosphate, primary screen (AID 1220). recombinant PMI enzyme, coupled fluorescence intensity; higher % means a stronger effect. inhibition, % at 20 µM, or IC50 in µM where a hit was titrated. hit rate 0.66% among 190,000
Lipid droplet = modulators of hepatic lipid droplet formation; inhibition, % at 6.5 µM; AID 1656; AML12 mouse hepatocytes, oleate lipid droplets, BODIPY imaging; hit rate 0.4% among 240,000;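 active = lipid droplet intensity inhibited by at least 50%, with more than 500 cells counted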
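Assay system: AML12 hepatocytes (mouse); Probe or stimulus: oleic acid at 100 µM to induce lipid droplet formation; Dosing: compound at 6.5 µM only; Schedule: compound with oleate, overnight; Detection: fluorescence imaging, 20x objective, two fields per well; Measure: % inhibition of lipid droplet signal.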
TNAP activators = human TNAP enzyme activators, primary screen, biochemical, luminescent, no phosphate acceptor, uHTS (AID 1001). one-dose activation fold at 20 µM; EC50 in µM for titrated hits. purified TNAP, luminescent activation assay, no phosphate acceptor; higher activation fold means a stronger effect. hit rate 0.03% among 200,000; in the data active = activation fold from about 3, or a potency from the dose series; inactive = the rest, 99 in 100 with activation fold below about 1.6; also: many of its hits are not listed in these tables
UTI89 phage lysis = inhibition of K1F phage lysis, E. coli UTI89, bacterial capsule biogenesis inhibitors, alamar blue (AID 488966); hit rate 0.02% among 340,000; E. coli UTI89 K1F phage lysis, alamar blue, 2 h; higher % means a stronger effect; inhibition, % at 100 µM; hits with a dose series show IC50 in µM;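 active = phage lysis inhibition, versus mean bacterial control, above a set limit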;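 also: capsule biogenesis inhibitors block K1F phage lysis so surviving cells raise fluorescence; higher fluorescence means more inhibition of phage lysis; actives were called in the ten point dose series up to 300 µM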
P. falciparum M17LAP = P. falciparum M17LAP inhibitors, primary screen, biochemical, fluorogenic H-Leu-NHMec substrate, 1536-well (AID 1619). recombinant M17LAP, H-Leu-NHMec fluorogenic kinetic assay; higher % means a stronger effect. inhibition, % at 30 µM, or IC50 in µM where a hit was titrated. hit rate 0.38% among 220,000;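 active = compound inhibiting the enzyme by more than half at any dose during confirmatory dose-response retesting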;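 also: plate controls were full reaction with DMSO carrier for no effect and no enzyme background for full effect; strong numbers were not always called active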
Lipid droplet cells 6.5 µM = recorded beside Lipid droplet, whose call it bears; cell count; measured here: cell count, cytotoxicity flag;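 cells counted across two imaged fields per well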
* hit, by the source's call; x = not tested or not shown; & = joins results of further samples. Rule as the data show it, unless noted: active = inhibition above about 50%; inactive = the rest. These rows are one share of the data (hit frequency here may not be typical).

SMILES	XIAP displacement	P. falciparum M1AAP	SIAH1 antagonists	human PMI inhibition	human PMI inhibitors	Lipid droplet	Lipid droplet cells 6.5 µM	TNAP activators	UTI89 phage lysis	P. falciparum M17LAP
Nc1c(C(=O)NCc2ccco2)c2nc3ccccc3nc2n1CCN1CCCCC1	26%	23%	17%	2%	-5%	-23	704	1.1	-0.2%	-112%
CC1=C(C(=O)Nc2ccccc2)SCCO1	-4.0%	-2%	7%	7%	-2%	-1	711	1.1	1.9%	6%
NCCNc1ccc([N+](=O)[O-])c2cccnc12	-4.1%	8%	-2%	24%	51%*	-1	681	0.7	0.4%	26%
O=c1[nH]c(=O)n(Cc2ccccc2)c(O)c1C=Nc1ccc(CN2CCOCC2)cc1	-1.0%	6%	-6%	-19%	-13%	x	x	0.9	0.2%	11%
COC(=O)c1ccc(N2C(=O)CC(N3CCC(n4c(=O)[nH]c5ccccc54)CC3)C2=O)cc1 (stereo not given)	-2.9%	6%	3%	11%	6%	-5	753	0.9	-0.6%	-4%
Cn1c(O)c(C=NC2CCCCCC2)c(=O)[nH]c1=S	-4.0%	5%	-4%	7%	1%	3	715	1	0.0%	6%
Cc1nc2ccccc2c(=O)n1-c1cccc(O)c1	-6.6%	6%	-3%	4%	-2%	-10	731	1	-0.3%	-5%
CC1CCCCN1CC(=O)c1ccc2cc[nH]c2c1 (stereo not given)	-19%	10%	-1%	7%	-6%	x	x	1.1	-0.9%	10%
COC(=O)C(O)(c1ccc(NC(=O)c2ccco2)c(OC)c1)C(F)(F)F (stereo not given)	-10%	-3%	6%	2%	6%	-11	587	1	0.1%	-2%
COc1cc(N2CCOCC2)ccc1C=C1C(=O)NC(=O)NC1=O	-5.2%	0%	8%	-4%	6%	3	453	1.2	-0.1%	9%
CCOP(=O)(Cc1ccc(C#N)o1)OCC	x	6%	-1%	x	x	-14	749	x	0.4%	8%
NC1CCCCC1N=Cc1c(O)n(Cc2ccc(F)cc2)c(=O)[nH]c1=O (stereo not given)	-4.4%	-1%	-3%	18%	14%	x	x	1	2.8%	-1%

Arranged by length of the SMILES (highest first): part of the list above.
SMILES	XIAP displacement	P. falciparum M1AAP	SIAH1 antagonists	human PMI inhibition	human PMI inhibitors	Lipid droplet	Lipid droplet cells 6.5 µM	TNAP activators	UTI89 phage lysis	P. falciparum M17LAP
Nc1c(C(=O)NCc2ccco2)c2nc3ccccc3nc2n1CCN1CCCCC1	26%	23%	17%	2%	-5%	-23	704	1.1	-0.2%	-112%
COc1cc(N2CCOCC2)ccc1C=C1C(=O)NC(=O)NC1=O	-5.2%	0%	8%	-4%	6%	3	453	1.2	-0.1%	9%
CCOP(=O)(Cc1ccc(C#N)o1)OCC	x	6%	-1%	x	x	-14	749	x	0.4%	8%

(next part)
SMILES	XIAP displacement	P. falciparum M1AAP	SIAH1 antagonists	human PMI inhibition	human PMI inhibitors	Lipid droplet	Lipid droplet cells 6.5 µM	TNAP activators	UTI89 phage lysis	P. falciparum M17LAP
COc1cccc(CNC2CN3CCC2CC3)c1OC (stereo not given)	-6.2%	5%	-1%	-10%	-17%	x	x	1.1	2.1%	4%
CCCC(=O)C1C(=O)NC(=O)NC1=O	-0.7%	-8%	2%	3%	2%	x	x	1.1	0.4%	7%
O=C(/C=C/c1c[nH]c2ccccc12)c1c(O)n(CCc2ccccc2)c(=O)[nH]c1=O	x	2%	-4%	x	x	-61	701	x	x	1%
CCCCN1C(=O)NC(=O)C2(Cc3ccccc3N3CCOCC32)C1=O (stereo not given)	-3.3%	-11%	4%	-3%	2%	x	x	0.9	1.1%	-4%
Cc1cc(C(=O)CS(=O)(=O)c2ccccc2)cc(C)c1OC(=O)N(C)C	-1.2%	9%	27%	-3%	-2%	2	683	1.1	1.6%	2%
O=C(COc1ccc(S(=O)(=O)N2CCOCC2)cc1)N1CCN(Cc2ccc3c(c2)OCO3)CC1	-5.7%	-5%	6%	-8%	-5%	-3	744	1	-0.7%	9%
N=C1c2ccccc2CN1c1cccc([N+](=O)[O-])c1	-3.0%	2%	-1%	-2%	-6%	7	653	1.1	0.4%	6%
CC(C)(C)P(=O)(c1ccncc1)N1CCCC1 (stereo not given)	-3.4%	-2%	-3%	9%	6%	6	829	1	0.9%	8%
O=C(c1cc(-c2cccnc2)nc2ccccc12)N1CCC2(CC1)OCCO2	-4.3%	0%	-2%	8%	7%	x	x	1.2	7.7%	2%
O=[N+]([O-])/C=C1\NCCN1Cc1ccc(Cl)nc1	-2.0%&-4.3%	7%&6%	0%&-2%	13%&-1%	10%&1%	0&-10	720&722	0.9&1.1	-0.4%&0.4%	10%&24%
COc1ccc(N2C(=O)NC(=O)/C(=C\c3ccc([N+](=O)[O-])s3)C2=O)cc1	-4.5%	10%	12%	-42%	-53%	-10	683	1	-4.7%	31%
Cc1ccccc1-n1c(C)nc2sccc2c1=O	-5.0%	9%	0%	2%	2%	x	x	1.1	0.7%	-4%
CN1C(=O)c2ccccc2NC(=O)C1Cc1ccccc1 (stereo not given)	-5.4%	-5%	-6%	-12%	-11%	-1	697	0.4	9.9%	1%
COc1cc(CC2(CCc3ccncc3)C(=O)NC(=O)NC2=O)cc(OC)c1OC	-3.1%	8%	11%	14%	14%	2	625	1.1	0.0%	-4%
Nc1ccc2c(c1)oc1ccccc12	-2.1%	2%	-3%	9%	20%	x	x	1.1	-1.6%	-7%
Cc1cc(Br)ccc1N1C(=O)CC(=O)NC1=O	-1.6%	-1%	5%	4%	4%	x	x	1.1	0.3%	41%
COc1ccc(-c2n(-c3ccccn3)c3ccccc3[n+]2-c2ccccn2)cc1	x	-5%	1%	x	x	-49	667	x	0.1%	5%
N#Cc1c(/N=C/C2C(=O)NC(=S)NC2=O)sc2c1CCCC2	-2.3%	10%	-3%	-30%	3%	-3	644	1.1	-2.6%	110µM*
CCn1ccnc1CN1CCCC(C(=O)c2cc(C)c(OC)c(C)c2)C1 (stereo not given)	-5.3%	3%	26%	6%	2%	-11	749	1.1	-0.1%	7%
CC(=O)Nc1ccccc1C(=O)OCc1ccc(C(=O)c2ccccc2)cc1	-3.1%	3%	-1%	14%	19%	x	x	1.1	0.4%	-1%
S=C1NC2(CCCCC2)NC12CCCCC2	x	3%	4%	x	x	5	684	x	-0.2%	-4%
O=c1c2ccccc2nc(-c2ccccc2)n1-c1ccccc1	x	-2%	-3%	x	x	-9	691	x	0.1%	-2%
O=C(Cc1ccccc1)OC(COCc1ccccc1)CN1CCOCC1 (stereo not given)	-1.3%	4%	2%	5%	-1%	-13	669	1.1	0.3%	11%
CCCNC(=O)N1C2CCC1CC(O)(c1cccnc1)C2 (stereo not given)	-7.7%	-2%	4%	-2%	-6%	4	725	1.1	-0.8%	-6%
O=C(CN1CC(c2ccccc2)CC1=O)Nc1cccc(F)c1 (stereo not given)	-3.1%	-1%	4%	2%	4%	0	705	1	1.1%	0%
Cc1ccc2c(c1)C1CN(C)CCC1N2C(=O)/C(C#N)=C/c1ccc2c(c1)OCO2 (stereo not given)	-12%	8%	4%	-2%	8%	-16	722	1	0.2%	4%
Cc1ccc2c(CN3CC=C(c4ccccc4)CC3)cc(=O)oc2c1C	-8.5%	5%	5%	2%	-1%	-58	587	0.9	9.0%	-14%
O=C(CN1CCOCC1)c1ccc2cc[nH]c2c1	-1.8%	3%	0%	-7%	-33%	1	654	1	1.6%	-1%
CN(C)c1ccc(/C=C2/C(=N\O)C3CCN2CC3)cc1	x	9%	2%	x	x	-1	762	x	-0.7%	27%
CN1C(=O)S/C(=C/c2cccn2-c2cccc(C(=O)O)c2)C1=O	-2.2%	84µM*	-2%	-9%	-4%	6	617	1	-2.4%	70%
O=c1[nH]c(=O)n(-c2ccccc2)c(O)c1/C=C/C=Nc1ccccc1	-6.4%	5%	7%	-14%	-12%	5	579	1.1	3.4%	8%
O/N=C1\CCC2CN(C3CCCCC3)CC2C1 (stereo not given)	-5.6%	9%	-4%	0%	4%	x	x	1	0.0%	3%
CN1C(=O)C(=Cc2cc([N+](=O)[O-])ccc2N2CCCCC2)C(=O)N(C)C1=O	0.4%	-2%	4%	-11%	-11%	0	742	1.1	-0.5%	6%
CCc1nc2ccccc2c(=O)n1-c1ccc2ccccc2c1	-2.2%	4%	4%	-4%	-2%	2	786	1.2	10%	1%
COc1ccc(N/N=C/c2c(O)n(-c3ccc(C)c(C)c3)c(=O)[nH]c2=O)cc1	-1.7%	11%	17%	-16%	-17%	8	725	1	-1.4%	18%
O=C1NC(=O)N(Cc2ccccc2)C(=O)/C1=C/N1CCCc2ccccc21	-4.7%	8%	9%	-21%	6%	4	666	1.1	0.3%	29%
O=c1c2ccccc2nc(CSc2ncnc3nc[nH]c23)n1-c1ccccc1	2.8%	9%	3%	7%	3%	-1	703	1	0.0%	1%
CC(C(N)=O)N1CC(c2ccccc2)CC1=O (stereo not given)	-2.1%	-2%	0%	6%	12%	x	x	1.1	-0.1%	3%
C#CC[N+]1(C)C2CCC1CC(O)C2 (stereo not given)	-5.2%	6%	1%	2%	-4%	5	730	1.1	0.6%	-8%
Cc1cccc(NC2=NCCCS2)c1C	-2.3%	0%	-3%	-2%	-5%	-25	747	1	0.3%	15%
COC(=O)C(O)(c1ccc(NC(=O)c2cccs2)c(C)c1)C(F)(F)F (stereo not given)	x	-5%	-4%	x	x	1	678	x	0.2%	-7%
O=C(c1cccn2c(=O)c3cc(Cl)ccc3nc12)N1CCC2(CC1)OCCO2	-8.1%	13%	3%	5%	-3%	x	x	1.2	3.0%	-145%
Nc1c(C(=O)OC2CCCCC2)c2nc3ccccc3nc2n1CC1CCCO1 (stereo not given)	-7.6%	16%	3%	18%	25%	x	x	1.2	-0.3%	-36%
Cc1ccc2c(c1)N(N=O)CCC2	-5.4%	7%	0%	3%	5%	-3	676	1.1	3.1%	-1%
COc1ccc(C2NCc3ccccc3-n3cccc32)cc1 (stereo not given)	-3.8%	-8%	0%	-8%	-4%	x	x	1.2	-0.1%	7%
O=C(c1ccc(Cl)cc1)C1CCCN(Cc2cccc3cnccc23)C1 (stereo not given)	-4.7%	6%	13%	6%	-4%	-34	706	1.1	0.3%	7%
Cc1ccsc1C(=O)C1CCCN(Cc2cnc(N3CCOCC3)s2)C1 (stereo not given)	-2.7%	8%	-8%	2%	-3%	-6	680	1.1	1.2%	2%
CCC(=O)OC1(c2cccc(C)c2)CC(C)N(C)CC1C (stereo not given)	-6.7%	7%	6%	14%	6%	5	761	1.1	0.0%	-2%

Screening results deposited in PubChem by several laboratories.
